# Yp Topo-I inh = Yersinia pestis topoisomerase I inhibitors, primary screen, biochemical, cleavage product accumulation, plate reader, single point | Y. pestis Topo-I cleavage product accumulation | activity, % at 10 µM | hit rate 0.064% among 360,000 | AID 504884, 2011; in the data active means activity above about 50%, passing the limit was not always enough; further: inactives centre near 2
# DUSP3 inh = VHR1 phosphatase inhibitors, primary screen, biochemical, absorbance, uHTS; Dual specificity protein phosphatase 3 (Homo sapiens), P51452; recombinant VHR phosphatase, pNPP absorbance; inhibition, % at 13.3 µM; hit rate 0.52% among 290,000; AID 1654, 2009; in the data active means inhibition above about 50%; further: some compounds called inactive have numbers as strong as hits
# Target sequence (P51452 whole entry, looked up): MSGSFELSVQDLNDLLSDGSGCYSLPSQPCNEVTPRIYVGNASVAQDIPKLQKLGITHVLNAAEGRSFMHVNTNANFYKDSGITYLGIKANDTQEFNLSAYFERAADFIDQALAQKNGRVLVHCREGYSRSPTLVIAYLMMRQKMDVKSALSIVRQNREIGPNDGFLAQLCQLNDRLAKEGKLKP
# TcdB GH inh = TcdB glycohydrolase inhibitors, primary screen, biochemical, single point, plate reader. TcdB glycohydrolase enzymatic assay. inhibition, % at 9.99 µM. hit rate 0.24% among 350,000. AID 652162, 2013; in the data active means inhibition above about 10%
# SSB-PriA inh = inhibitors of Klebsiella pneumoniae PriA binding to SSB C-terminal tail, primary screen, biochemical, AlphaScreen; PriA–SSB C-terminal tail interaction (Klebsiella pneumoniae); AlphaScreen SSBct-PriA binding, biotinylated peptide; inhibition, % at 33 µM; hit rate 0.6% among 430,000; in the data active means inhibition mostly above about 37%, no sharp cut-off; inactive means mostly below about 20%;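 further: plate controls were negative control peptide for no effect and reference peptide for full effect; strong numbers were not always called active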
# Rv3671c inh = Rv3671c serine protease inhibitors, primary screen, biochemical, fluorescence polarization, M. tuberculosis H37Rv. P9WHR9. inhibition, % at 5.96 µM. hit rate 0.048% among 320,000. AID 2606, 2010; in the data active means inhibition above about 38%;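 further: extracellular domain of Rv3671c used as enzyme; 0% = enzyme with DMSO and 100% = no enzyme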
# Target sequence (P9WHR9 whole entry, looked up, the tested form may be a part): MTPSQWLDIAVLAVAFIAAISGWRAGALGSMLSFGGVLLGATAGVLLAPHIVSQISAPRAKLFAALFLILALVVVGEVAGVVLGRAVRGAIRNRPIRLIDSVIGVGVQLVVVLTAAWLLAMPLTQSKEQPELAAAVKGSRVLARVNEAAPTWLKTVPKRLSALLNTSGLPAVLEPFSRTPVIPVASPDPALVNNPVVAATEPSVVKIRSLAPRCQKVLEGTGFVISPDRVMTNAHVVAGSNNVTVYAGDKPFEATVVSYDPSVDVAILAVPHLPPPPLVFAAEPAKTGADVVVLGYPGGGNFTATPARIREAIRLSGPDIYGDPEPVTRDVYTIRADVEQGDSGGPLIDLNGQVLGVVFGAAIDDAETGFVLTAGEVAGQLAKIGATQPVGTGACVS
# MazF activator = activators of E. coli MazEF toxin-antitoxin RNase, primary screen, biochemical, fluorescence, uHTS | FAM/BHQ RNA-DNA oligo cleavage fluorescence, 5 h | activation, % at 20 µM | hit rate 0.32% among 350,000 | AID 504720, 2011; in the data active means activation above about 50%
# Target sequence (P0AE70 whole entry, looked up): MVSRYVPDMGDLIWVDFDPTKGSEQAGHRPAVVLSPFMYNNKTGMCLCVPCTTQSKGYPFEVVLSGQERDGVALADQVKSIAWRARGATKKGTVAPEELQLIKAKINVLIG
# PrPC surface inh = inhibitors of human cell surface prion protein PrPC, primary screen, cell-based, TR-FRET; Major prion protein (Homo sapiens), P04156; TR-FRET read-out; inhibition, % at 13.8 µM; hit rate 0.43% among 370,000; in the data active means inhibition above about 24%; further: 0% = median of the test wells and 100% = reference compound wells
# Vc quorum ag = inducers of Vibrio cholerae quorum light production without autoinducers, primary screen, BH1578 luxS cqsA deficient, single point | V. cholerae BH1578 lux reporter, luminescence, 6 h | activation, % at 18.7 µM | hit rate 0.16% among 350,000; in the data active means activation mostly above about 9.7%, no sharp cut-off; further: not every result past the cut was called active; inactives centre near 0; reference of the scale not given here
# CCHF vOTU inh = CCHFV vOTU protease inhibitors, primary screen, biochemical, Pep-AMC substrate, fluorescence. Crimean-Congo hemorrhagic fever virus L polyprotein viral ovarian tumor (vOTU) protease …. inhibition, % at 11.5 µM. hit rate 0.55% among 370,000. AID 651958, 2012; in the data active means inhibition above about 30%; further: 0% = vehicle wells with enzyme and 100% = no enzyme wells
# SARS 3CLpro inh = SARS-CoV 3CLpro protease inhibitors, primary screen, biochemical, quenched FRET. Replicase polyprotein 1ab (Severe acute respiratory syndrome coronavirus), P0C6X7. recombinant SARS-CoV 3CLpro, quenched FRET peptide cleavage. inhibition, % at 6 µM. hit rate 0.14% among 290,000. AID 1706, 2009; in the data active means inhibition above about 12%
# An asterisk follows results filed as active; i = inactive; x = no result given; & = joins results of further samples.
SMILES,Yp Topo-I inh,DUSP3 inh,TcdB GH inh,SSB-PriA inh,Rv3671c inh,MazF activator,PrPC surface inh,Vc quorum ag,CCHF vOTU inh,SARS 3CLpro inh
Cc1ccc(C2SCC(=O)N2c2ccccc2)cc1 (stereo unspecified),0,1,1.4,-1,0,7,-3,i,-2,0
CCN(CC)S(=O)(=O)c1ccc(F)c(C(=O)NCCCN2CCOCC2)c1,-3,14,x,3,3,-1,-4,-0.1,-5,-1
CN(C)c1ccc(C=Nc2ccccc2)cc1,-5,13,x,1,1,3,0,1.0,1,-2
CCCNC(=O)C1(C)CCN(C(=O)c2sccc2C)C1 (stereo unspecified),2,x,0.4,x,x,x,-6,i,11,x
NC(=O)CSc1nnc(-c2ccccc2F)n1C1CC1,4,25,0.6,-6,3,4,2,-0.2,7,0
CC(=O)Nc1ccc(S(=O)(=O)NCc2ccc(C(=O)NCCN3CCCCCC3)cc2)cc1,-1,3,x,-6,-5,2,9,0.6,-1,-1
CC(CC(=O)N1CCN(c2ccccc2F)CC1)c1ccccc1 (stereo unspecified),4,8,x,-15,-5,7,-5,1.5,12,5
COc1ccccc1CCNC(=O)C(C)n1nc(C)c2c(C)n(-c3ccccc3)nc2c1=O (stereo unspecified),25,14,0.5,5,2,-1,4,0.5,-9,0
CC1=C2C3OC(=O)C(C)[C@@H]3CC[C@](C)(O)C2C2C3C4C5(C12)[C@H]1OC(=O)[C@@H](C)C1CC[C@]4(C)O[C@]5(C)[C@@H]3O (stereo partly specified),-4,8,0.2,-2,1,-5,-5,-3.0,7,-3
COc1ccc(CNC(=O)Nc2ccccc2)cc1,5,17,1.2,0,3,3,6,i,-12,12
Nc1c(C(=O)Nc2ccc3c(c2)OCCO3)nnn1Cc1ccccc1Cl,4,x,0.8,-6,-2,9,17,-14,7,x
Cc1cccc(C(=O)OCC(=O)N2CC(=O)Nc3ccccc32)c1C,-3,x,0.0,-9,-2,-14,-5,i,23,x
O=C(C[n+]1ccccc1)Nc1ccccc1C(=O)O,0,14,0.5,-25,-8,4,-4,-0.6,-6,6
COc1ccccc1/C=C/C=C1\Oc2c(ccc(O)c2CN2CCN(CCO)CC2)C1=O,11,5,1.3,2,-3,-134,-21,i,17,6
O=C(C[C@H]1C/C=C\CC[C@H](Cc2ccc(F)cc2)C(=O)OC[C@@H](Cc2c[nH]c3ccccc23)NC1=O)NCCO,8,x,9.7,x,1,11,0,-0.3,-3,x
C/C(=N\NP(=S)(c1ccccc1)c1ccccc1)c1ccc(O)cc1O,-1,7,2.3,x,-7,8,7,-0.5,4,2
O=C(CNc1cccc2ccccc12)N/N=C/c1ccccn1,0,25,0.8,i,4,13,-2,-0.6,-16,-3
Cc1ccc(C(NC(=O)N2CCCCC2)=C(Cl)Cl)cc1F,-2,11,1.0,-14,3,5,0,i,7,3
C=CCc1cccc2cc(NC(C)=O)c(=O)oc12,-1,3,x,-16,0,2,2,-0.4,0,3
CCCC/C(C)=N/NC(=O)Nc1ccccc1,0,41,x,x,11,-3,-12,i,-3,-2
COc1cc(NC(=O)CCCN2C(=O)NC(C)(C)C2=O)cc(OC)c1,1,x,-0.6,-12,-7,3,9,-0.6,-1,x
COc1ccc(NC(=O)CSCC(=O)N(C)Cc2ccc3c(c2)OCCO3)cc1,10,x,1.3,2,-8,3,7,-1.3,6,x
CCC12C(=O)C(CC)(C(c3ccccc3)=C1c1ccccc1)[C@@H]1C(=O)N(c3ccccc3)C(=O)C12 (stereo partly specified),-2,8,x,-6,1,-5,7,i,6,-4
Cc1cc(OCC(=O)N(C(C)C)C(C)C)cc(C)c1Br,43,11,-8.6,-12,-3,-2,9,-0.2,9,-4
COc1ccc(NC(=O)CO/N=C2\CCCc3nonc32)cc1,1,12,-1.4,x,-12,3,6,-2.2,-9,-6
CSc1ccc(CN2CCN(Cc3ccc([N+](=O)[O-])cc3)CC2)cc1,25,20,x,-11,14,3,-18,i,-10,3
COc1cc2c(cc1OC)CN(Cc1ccc(C)cc1)CC2,1,2,0.3,1,3,8,0,0.6,8,-3
c1ccc(CNc2ncnc3scc(-c4cccs4)c23)nc1,-3,-5,1.6,-2&-16,-7,7,12,i,-12,1
COc1cc(CCNC(=O)c2cnn3ccccc23)cc(OC)c1OC,-5,0,2.0,1,3,11,-2,-0.4,6,-5
O=S1(=O)CCN2C(=N1)SC1=C2CCN(Cc2ccccc2)C1,1,-22,x,-4,10,-7,7,-0.6,-6,-2
O=C(COc1ccc(S(=O)(=O)N2CCOCC2)cc1Cl)N1CCOCC1,3,31,0.9,-12,1,6,-2,-0.7,21,-3
C=CCSC1=N/C(=C/c2ccsc2)C(=O)N1c1ccccc1,-6,-8,0.6,-21,-6,13,6,-0.4,0,0
CC12CCC(C(=O)N3CCN(c4ncccn4)CC3)(c3nc4ccccc4nc31)C2(C)C (stereo unspecified),24,26,x,5,-9,-2,-2,i,8,6
CC(=O)c1ccc(N2Cc3ccccc3C2)cc1,-4,13,1.1,3,-6,0,-2,-0.7,-13,6
CC(=O)c1ccc(Oc2cnccn2)cc1,-2,-2,1.4,8,0,4,4,-0.4,-5,8
COc1cc(S(=O)(=O)NCc2ccc3c(c2)OCO3)ccc1F,7,16,3.5,8,1,1,9,-0.5,4,-3
O=C(O)[C@H]1CCCC[C@H]1C(=O)NCCc1ccccc1,5,13,x,1,7,1,-7,-1.2,0,4
Cn1c(SCc2cc([N+](=O)[O-])cc3c2OCOC3)nnc1-c1ccccn1,3,9,-1.0,-17,4,-22,-2,-0.2,-4,3
Cc1ccccc1Oc1ncnc(N)c1[N+](=O)[O-],2,-1,0.3,-10,6,17,-7,-2.4,-7,-2
CC(CC(=O)Nc1ccccc1)n1ccnc1 (stereo unspecified),-3,5,-1.5,-15,0,-3,-4,i,-15,1
O=C1CN(S(=O)(=O)c2ccc(Cl)cc2)CC(=O)N1CCc1ccccc1,12,26,x,-10,-4,-13,0,-0.7,-4,6
CCCN(C(=O)c1cc2c(s1)CCC2)c1c(N)n(Cc2ccccc2)c(=O)[nH]c1=O,-3,16,0.6,0,7,-5,-1,-0.4,-5,3
O=C(CN1CCN(c2ccc(F)cc2)CC1)NC(=O)NCc1ccco1,-6,6,0.8,-12,3,5,3,i,-13,-2
CC1CCCCN1CCCNC(=O)c1ccc(Br)cc1 (stereo unspecified),8,58*,-1.5,-4,3,-4,-4,-0.3,-3,-5
CCOc1cc(CNCCc2ccc(S(N)(=O)=O)cc2)ccc1OCc1ccc(Cl)cc1,-16,26,x,14,1,0,-2,i,16,-2

# Quoted at random: 2 entries already listed
SMILES,Yp Topo-I inh,DUSP3 inh,TcdB GH inh,SSB-PriA inh,Rv3671c inh,MazF activator,PrPC surface inh,Vc quorum ag,CCHF vOTU inh,SARS 3CLpro inh
O=C(CNc1cccc2ccccc12)N/N=C/c1ccccn1,0,25,0.8,i,4,13,-2,-0.6,-16,-3
O=S1(=O)CCN2C(=N1)SC1=C2CCN(Cc2ccccc2)C1,1,-22,x,-4,10,-7,7,-0.6,-6,-2

# Next structures:
SMILES,Yp Topo-I inh,DUSP3 inh,TcdB GH inh,SSB-PriA inh,Rv3671c inh,MazF activator,PrPC surface inh,Vc quorum ag,CCHF vOTU inh,SARS 3CLpro inh
N#CCCN(C1CCCCC1)S(=O)(=O)CCOc1ccccc1,-5,25,x,-8,2,3,-3,-3.4,-10,-2
COc1ccc(NC(=O)C2CCCN(S(=O)(=O)c3cccc4cccnc34)C2)cc1OC (stereo unspecified),2,24,1.6,-3,-3,10,-9,-0.2,-2,-1
CC(=O)Nc1ccc(C(=O)N/N=C/c2cc(Br)cc(Br)c2O)cc1,-21,3,-1.6,x,14,-40,5,-0.8,-12,-1
COc1ccc(N(C(=O)COc2ccccc2)C2C=CS(=O)(=O)C2)c(OC)c1 (stereo unspecified),3,17,x,-5,-6,-2,4,1.9,-10,-1
CCOCCCNC(=O)CCCC1=NS(=O)(=O)c2ccccc2N1,3,34,-16,3,-2,-2,11,-3.1,11,0
CCCOc1ccc(/C=C2/C(=O)ON=C2C)cc1Cl,3,-8,0.1,6,13,-10,0,-0.6,-10,7
C=C(C)C(=O)Oc1ccc(N=Nc2ccc(C)cc2)ccc1=O,-26,x,1.7,32,x,-5,-9,-4.0,12,x
C(=C\c1ccccn1)/c1ccccn1,-3,24,-0.4,-15,9,5,0,-0.6,4,3
Cc1ccc(NC(=S)Nc2ccc3cn[nH]c3c2)cc1C,-1,13,x,-1,-9,0,-2,x,-1,-2
CCOC(=O)C1(C)CCCN(C(=O)c2cccc(C(F)(F)F)c2)C1 (stereo unspecified),-9,x,0.1,x,x,x,0,-0.3,4,x
O=C(CN(CCc1ccccc1)S(=O)(=O)c1ccc(Br)cc1)N/N=C/c1ccc2c(c1)OCO2,3,-2,x,x,-5,-2,8,-0.2,-15,1
O=[N+]([O-])c1ccc(NC(=S)N2CCN(c3ccccc3)CC2)cc1,4,-4,x,36,-9,2,8,i,3,-2
CCc1cccc(C)c1NC(=S)N(CCOC)C(C)c1ccco1 (stereo unspecified),-7,-5,0.3,-19,8,7,1,0.5,-10,1
CN1[C@@H]2CCC[C@H]1CC(=O)C2,1,x,0.7,-5,x,0,0,-0.6,4,x
COc1ccc(C2(C)NC(=O)N(CC(=O)NC(C)c3ccc(CC(C)C)cc3)C2=O)cc1 (stereo unspecified),17,14,-4.3,-3,-10,-5,9,i,0,-2
Cc1nc(NC(=O)CCc2ccccc2)sc1C,-3,13,-1.6,17&-5,-6,-10,11,-1.3,0,-1
CCCCOc1ccc(C(=O)Nc2ccc(C)cc2[N+](=O)[O-])cc1,20,11,0.3,14,-5,4,-5,-0.3,-13,2
O=C(Cn1ncc2c([nH]c3ccccc32)c1=O)NCC1CCN(Cc2ccccc2F)CC1,-2,3,0.7,-4,2,-27,-7,i,13,5
COc1ccc(C(=O)N2CCn3c2nc2ccccc23)cc1,1,-5,3.0,-2,-7,10,-4,-0.1,0,-3
CC(C)c1nc2cc3ccccc3cc2[nH]1,4,12,x,-4,-1,-18,-13,6.2,12,3
CCOc1ccc(C2c3cc(OC)c(OC)cc3CC(=O)N2c2ccc(OC)cc2)cc1 (stereo unspecified),30,19,x,2,2,1,2,-0.3,-3,-2
O=C(Nc1c2c(nn1-c1ccccc1)CS(=O)C2)c1ccc(Br)o1 (stereo unspecified),-11,10,0.2,2,9,-1,-2,-0.1,1,1
CCCCn1c(N)c(N(CCOC)C(=O)c2ccc(S(=O)(=O)N3CCCCC3)cc2)c(=O)[nH]c1=O,-2,x,-11,-7,-12,0,1,2.8,25,x
COc1ccc(C(=O)c2c(-c3ccsc3)oc3ccc(-c4ccc(OC)cc4)cc23)cc1,x,x,0.5,12,0,-16,0,x,-1,x

# Single records (already shown). Values in the order: Yp Topo-I inh | DUSP3 inh | TcdB GH inh | SSB-PriA inh | Rv3671c inh | MazF activator | PrPC surface inh | Vc quorum ag | CCHF vOTU inh | SARS 3CLpro inh
# O=C(Nc1c2c(nn1-c1ccccc1)CS(=O)C2)c1ccc(Br)o1 (stereo unspecified) in the list: -11 | 10 | 0.2 | 2 | 9 | -1 | -2 | -0.1 | 1 | 1
# CCCCn1c(N)c(N(CCOC)C(=O)c2ccc(S(=O)(=O)N3CCCCC3)cc2)c(=O)[nH]c1=O in the list: -2 | x | -11 | -7 | -12 | 0 | 1 | 2.8 | 25 | x
# COc1ccc(C(=O)N2CCn3c2nc2ccccc23)cc1 in the list: 1 | -5 | 3.0 | -2 | -7 | 10 | -4 | -0.1 | 0 | -3
# CCCCOc1ccc(C(=O)Nc2ccc(C)cc2[N+](=O)[O-])cc1 in the list: 20 | 11 | 0.3 | 14 | -5 | 4 | -5 | -0.3 | -13 | 2

# High-throughput results (PubChem BioAssay)

# Some of the compounds tested (hit frequency here may not be typical).
